Source: PubChem (several laboratories)
MT1-MMP act inh: blocks activation of human MT1-MMP; GFP/RFP ratio change, % at 20 µM; hit rate 0.061% among 360,000; P50281; HT1080 RFP-PRO-GFP cells, GFP/RFP ratio fluorescence, overnight; percent of plate control window, DMSO zero;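 active = GFP/RFP ratio change of at least 30% with cell ATP level not reduced by more than half and red fluorescence within 50% of control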; note: strong numbers were not always called active
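Assay system – RFP-PRO-GFP reporter HT1080 cells · Compound dosing – single dose of 20 µM compound, 1% DMSO final · Incubation – overnight compound exposure at 37 °C · Measure – GFP/RFP fluorescence ratio · Benchmarks – DMSO wells and RFP-L50D-GFP cells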
SKN-1 inh: blocks SKN-1 activity in C. elegans; C. elegans VP596 Pgst-4::GFP/RFP ratio, acrylamide-induced, 24 h; inhibition, % at 21.8 µM; hit rate 0.49% among 360,000;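 active = interference check ratio from 0.5 to 1.5 plus GFP to RFP signal ratio inhibition reaching or exceeding a fixed threshold, cut at about 30% in these data, passing the limit was not always enough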; note: some compounds called inactive have numbers as strong as hits
MLLE-PAM2 inh: inhibitors of microRNA-mediated deadenylation, human PABP1 MLLE binding. inhibition, % at 20 µM. hit rate 0.36% among 360,000. GST-MLLE / FITC-PAM2 fluorescence polarization. P11940; in the data active = inhibition above about 35%, passing the limit was not always enough;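 note: plate controls were DMSO wells with GST-MLLE for no effect and wells lacking GST-MLLE protein for full effect; some results filed as inactive read as strong as hits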
MsrA inhibitor: bovine MsrA inhibition | purified bovine MsrA, absorbance read-out | inhibition, % at 15.5 µM | hit rate 0.75% among 360,000 | AID 651718; in the data active = inhibition above about 4.5%;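 note: 0% = vehicle wells with enzyme and 100% = reference inhibitor wells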
TbMetRS inhib: Trypanosoma brucei MetRS inhibition | inhibition, % at 11.9 µM | purified T. brucei MetRS, ATP depletion, Kinase-Glo luminescence | hit rate 0.4% among 360,000;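 active = inhibition above a per-plate cutoff of the control wells' mean inhibition plus 3 SD, cut at about 5.5% in these data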;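 note: 0% = DMSO wells median and 100% = median of wells with control inhibitor compound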
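assay system = parasite MetRS enzyme | timing = 15 min preincubation, 2 h reaction, all 25 °C | evaluation = percent inhibition relative to median high and low control wells | medium = HEPES buffer containing pyrophosphatase, BSA, spermine, DTT | compound = single dose, 11.9 µM final nominal, 0.9% final DMSO | detection = Kinase-Glo luminescence, ATP depletion format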
NRP1-CendR mod: NRP-1/CendR interaction modulation | hit rate 0.85% among 360,000 | O14786 | FAM-RPARPAR peptide binding to NRP-1, fluorescence polarization | inhibition, % at 25 µM;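 active = inhibition or corrected inhibition above about 18%, plus a signal ratio from 0.5 to 1.5, limit read from the data, passing the limit was not always enough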; note: strong numbers were not always called active
FAS-TE inh: FAS thioesterase (human) inhibition; P49327; hit rate 0.67% among 360,000; inhibition, % at 15 µM; recombinant FAS-TE, OMFH fluorogenic substrate, fluorescence endpoint;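 active = compounds whose normalised, plate-corrected inhibition of enzyme fluorescence in the single-dose primary screen is 50% or more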;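 note: 0% = DMSO with enzyme and 100% = substrate without enzyme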
bovine MsrA act: bovine methionine sulfoxide reductase A activation | activation, % at 10.6 µM | purified bovine MsrA, absorbance read-out | AID 602163 | hit rate 0.3% among 360,000; in the data active = activation above about 7.5%;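 note: 0% = vehicle and 100% = reference activator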
E coli Lon inh: inhibitors of E. coli Lon protease; inhibition, % at 7.94 µM; P0A9M0; purified E. coli Lon protease, fluorescence polarization; hit rate 0.42% among 360,000; in the data active = inhibition above about 13%, passing the limit was not always enough;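 note: 0% = enzyme with probe and DMSO and 100% = no enzyme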
Target sequence (P0A9M0 whole entry, looked up): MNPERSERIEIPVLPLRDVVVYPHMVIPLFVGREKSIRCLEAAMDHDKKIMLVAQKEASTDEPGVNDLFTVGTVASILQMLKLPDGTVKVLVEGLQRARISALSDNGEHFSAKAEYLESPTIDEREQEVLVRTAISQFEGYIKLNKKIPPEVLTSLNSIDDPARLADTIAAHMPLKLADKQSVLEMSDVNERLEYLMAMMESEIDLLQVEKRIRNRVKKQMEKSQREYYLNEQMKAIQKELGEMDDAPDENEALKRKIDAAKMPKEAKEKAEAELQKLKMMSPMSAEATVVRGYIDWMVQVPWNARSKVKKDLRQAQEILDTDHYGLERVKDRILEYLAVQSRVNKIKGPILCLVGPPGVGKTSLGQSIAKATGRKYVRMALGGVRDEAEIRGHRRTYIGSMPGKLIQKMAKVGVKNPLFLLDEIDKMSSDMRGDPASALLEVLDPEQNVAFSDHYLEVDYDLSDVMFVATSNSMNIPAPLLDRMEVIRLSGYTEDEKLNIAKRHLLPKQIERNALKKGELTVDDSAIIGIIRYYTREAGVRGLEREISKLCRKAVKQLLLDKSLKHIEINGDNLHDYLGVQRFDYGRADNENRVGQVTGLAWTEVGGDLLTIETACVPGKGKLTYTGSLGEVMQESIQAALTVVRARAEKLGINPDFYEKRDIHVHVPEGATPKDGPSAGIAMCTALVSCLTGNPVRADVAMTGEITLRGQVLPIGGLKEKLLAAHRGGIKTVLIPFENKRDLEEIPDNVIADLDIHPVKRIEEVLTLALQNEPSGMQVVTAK
Active calls of the source: *.

Screening COc1ccc(-c2cc(NCCc3ccncc3)n3ncnc3n2)cc1 returned MT1-MMP act inh -3, SKN-1 inh -24, MLLE-PAM2 inh -4, MsrA inhibitor 1.4, TbMetRS inhib -0.6, NRP1-CendR mod -2, FAS-TE inh -12, bovine MsrA act -13 and E coli Lon inh -6.
Screening O=C(/C=C/[C@H]1O[C@@H](n2ccc(=O)[nH]c2=O)[C@H](O)[C@@H]1O)NCC1CCCO1 (stereo partly drawn) returned MT1-MMP act inh 6, SKN-1 inh 5, MLLE-PAM2 inh -1, MsrA inhibitor 1.0, TbMetRS inhib -1.4, NRP1-CendR mod 5, FAS-TE inh -9, bovine MsrA act -4 and E coli Lon inh -1.
Screening CCN1C(=NCCc2ccccn2)N[C@@H](c2cccc(C(F)(F)F)c2)C(C(=O)OC)=C1C returned MT1-MMP act inh -3, SKN-1 inh 13, MLLE-PAM2 inh -100, MsrA inhibitor -0.7, TbMetRS inhib -0.1, NRP1-CendR mod 21*, FAS-TE inh -10, bovine MsrA act 0 and E coli Lon inh 1.
`CCN1CCc2c(sc(NC(=O)c3ccc(S(=O)(=O)N4CC(C)OC(C)C4)cc3)c2C(N)=O)C1` (stereo not drawn) gave MT1-MMP act inh -3, SKN-1 inh -10, MLLE-PAM2 inh -32, MsrA inhibitor 1.6, TbMetRS inhib 0.5, NRP1-CendR mod -20, FAS-TE inh -4, bovine MsrA act -2 and E coli Lon inh -18.
For COc1ccccc1CCNC(=O)CSc1nnc2ccc(-c3cccnc3)nn12 the results were MT1-MMP act inh -4, SKN-1 inh -11, MLLE-PAM2 inh -9, MsrA inhibitor 0.7, TbMetRS inhib -1.8, NRP1-CendR mod 7, FAS-TE inh -8, bovine MsrA act -11 and E coli Lon inh 3.
`Cc1cccc(N2CCN(C(=O)CCCSc3nc4ccccc4[nH]3)CC2)c1C` gave MT1-MMP act inh -1, SKN-1 inh -5, MLLE-PAM2 inh -51, MsrA inhibitor -0.1, TbMetRS inhib 0.2, NRP1-CendR mod 9, FAS-TE inh 10, bovine MsrA act 0 and E coli Lon inh -3.
COc1cc(NC(=O)CN2C(=O)COc3ccc(S(=O)(=O)N4CCCC4)cc32)cc(OC)c1 was read as MT1-MMP act inh -1, SKN-1 inh -12, MLLE-PAM2 inh 7, MsrA inhibitor -0.9, TbMetRS inhib -0.8, NRP1-CendR mod -3, FAS-TE inh 24, bovine MsrA act -10 and E coli Lon inh -2.
CC(=O)c1ccc(OC(=O)C(CCS(C)(=O)=O)N2C(=O)c3ccccc3C2=O)cc1 (stereo not drawn) was read as MT1-MMP act inh 4, SKN-1 inh 5, MLLE-PAM2 inh 10, MsrA inhibitor 1.6, TbMetRS inhib -1.0, NRP1-CendR mod -2, FAS-TE inh 3, bovine MsrA act -1 and E coli Lon inh -6.
For CCOC(=O)Cn1c(=O)oc2ccc(C)cc21 the results were MT1-MMP act inh 1, SKN-1 inh -5, MLLE-PAM2 inh 5, MsrA inhibitor -1.5, TbMetRS inhib -0.4, NRP1-CendR mod -1, FAS-TE inh -5, bovine MsrA act -3 and E coli Lon inh -3.
For COc1ccccc1CNC(=O)c1ccc(N2CCOCC2)c([N+](=O)[O-])c1 the results were MT1-MMP act inh 4, SKN-1 inh -19, MLLE-PAM2 inh -1, MsrA inhibitor -0.1, TbMetRS inhib -0.6, NRP1-CendR mod 11, FAS-TE inh -4, bovine MsrA act -4 and E coli Lon inh -3.
`CCN(c1ccccc1)S(=O)(=O)c1ccc(NC(=O)c2ccco2)cc1` gave MT1-MMP act inh 0, SKN-1 inh 1, MLLE-PAM2 inh -12, MsrA inhibitor -0.4, TbMetRS inhib -1.3, NRP1-CendR mod -8, FAS-TE inh 9, bovine MsrA act 2 and E coli Lon inh -1.
CCC1CCC2(CC1)SCC(=O)N2c1ccccc1 (stereo not drawn) was read as MT1-MMP act inh 2, SKN-1 inh -1, MLLE-PAM2 inh 8, MsrA inhibitor 0.8, TbMetRS inhib -0.7, NRP1-CendR mod -2, FAS-TE inh 2, bovine MsrA act -2 and E coli Lon inh -2.
O=C(Nc1ccccc1)NC1CCCCNC1=O (stereo not drawn) was read as MT1-MMP act inh -3, SKN-1 inh 15, MLLE-PAM2 inh 5, MsrA inhibitor -0.4, TbMetRS inhib -0.4, NRP1-CendR mod -7, FAS-TE inh -5, bovine MsrA act -2 and E coli Lon inh -3.
COc1ccc(S(=O)(=O)N2CCC(C(=O)O)(c3ccccc3)CC2)cc1 was read as MT1-MMP act inh -1, SKN-1 inh 13, MLLE-PAM2 inh -2, MsrA inhibitor 0.8, TbMetRS inhib 0.5, NRP1-CendR mod -7, FAS-TE inh -2, bovine MsrA act -2 and E coli Lon inh -4.
`CCCCn1c(N)c(N(CC(C)C)C(=O)c2c(-c3ccccc3)noc2C)c(=O)[nH]c1=O` gave MT1-MMP act inh -7, SKN-1 inh -4, MLLE-PAM2 inh -15, MsrA inhibitor 0.3, TbMetRS inhib 0.3, NRP1-CendR mod -12, FAS-TE inh -8, bovine MsrA act -4 and E coli Lon inh -5.
For O=C(NCc1cccnc1)c1csc([C@@H]2C[C@H](O)[C@@H](CO)O2)n1 the results were MT1-MMP act inh -1, SKN-1 inh 24, MLLE-PAM2 inh -12, MsrA inhibitor 0.6, TbMetRS inhib -0.3, NRP1-CendR mod 0, FAS-TE inh -14, bovine MsrA act -2 and E coli Lon inh -5.
Screening CC(=O)NCCNc1nc2cc(-c3ccccc3)sc2c(=O)n1C returned MT1-MMP act inh 4, SKN-1 inh 4, MLLE-PAM2 inh 9, MsrA inhibitor 0.9, TbMetRS inhib -0.2, NRP1-CendR mod 3, FAS-TE inh -2, bovine MsrA act 1 and E coli Lon inh 3.
Screening COc1ccccc1-n1c(SCC(=O)O)nc2c(sc(=S)n2-c2ccc(Cl)c(C)c2)c1=O returned MT1-MMP act inh -3, SKN-1 inh 9, MLLE-PAM2 inh 7, MsrA inhibitor 3.4, TbMetRS inhib -0.2, NRP1-CendR mod 2, FAS-TE inh -13, bovine MsrA act -4 and E coli Lon inh -9.
For Cc1noc(C)c1COc1cccc(C(=O)OC(C)C(=O)Nc2ccc3c(c2)OCO3)c1 (stereo not drawn) the results were MT1-MMP act inh -3, SKN-1 inh 17, MLLE-PAM2 inh -11, MsrA inhibitor 0.3, TbMetRS inhib 1.0, NRP1-CendR mod 1, FAS-TE inh 17, bovine MsrA act -2 and E coli Lon inh 0.
`Cc1nc(NC(=O)CSc2nc3cccnc3n2Cc2ccccc2)sc1C` gave MT1-MMP act inh -11, SKN-1 inh -11, MLLE-PAM2 inh -17, MsrA inhibitor -0.8, TbMetRS inhib -0.3, NRP1-CendR mod -9, FAS-TE inh -5, bovine MsrA act 5 and E coli Lon inh -5.

Retrieved by compound from above (3):
O=C(Nc1ccccc1)NC1CCCCNC1=O (stereo not drawn) was read as MT1-MMP act inh -3, SKN-1 inh 15, MLLE-PAM2 inh 5, MsrA inhibitor -0.4, TbMetRS inhib -0.4, NRP1-CendR mod -7, FAS-TE inh -5, bovine MsrA act -2 and E coli Lon inh -3.
For Cc1noc(C)c1COc1cccc(C(=O)OC(C)C(=O)Nc2ccc3c(c2)OCO3)c1 (stereo not drawn) the results were MT1-MMP act inh -3, SKN-1 inh 17, MLLE-PAM2 inh -11, MsrA inhibitor 0.3, TbMetRS inhib 1.0, NRP1-CendR mod 1, FAS-TE inh 17, bovine MsrA act -2 and E coli Lon inh 0.
Screening COc1ccccc1-n1c(SCC(=O)O)nc2c(sc(=S)n2-c2ccc(Cl)c(C)c2)c1=O returned MT1-MMP act inh -3, SKN-1 inh 9, MLLE-PAM2 inh 7, MsrA inhibitor 3.4, TbMetRS inhib -0.2, NRP1-CendR mod 2, FAS-TE inh -13, bovine MsrA act -4 and E coli Lon inh -9.

The list goes on:
`O=C(NCc1ccccc1)c1cccnc1Sc1ccccc1` gave MT1-MMP act inh -2, SKN-1 inh 18, MLLE-PAM2 inh -11, MsrA inhibitor -0.6, TbMetRS inhib -0.4, NRP1-CendR mod 3, FAS-TE inh 0, bovine MsrA act 0 and E coli Lon inh 5.
For COc1cc2c(cc1OC)CN(C(=O)c1cc(C3CC3)nn1-c1ccccc1)CC2 the results were MT1-MMP act inh 0, SKN-1 inh 13, MLLE-PAM2 inh -6, MsrA inhibitor -1.2, TbMetRS inhib 0.0, NRP1-CendR mod 1, FAS-TE inh 8, bovine MsrA act -2 and E coli Lon inh 1.
Cc1ccc(C(=O)/C=C/c2cn(CC(O)CN3CCOCC3)c3ccccc23)cc1 (stereo not drawn) was read as MT1-MMP act inh -9, SKN-1 inh -1, MLLE-PAM2 inh -47, MsrA inhibitor 0.0, TbMetRS inhib -0.7, NRP1-CendR mod -54, FAS-TE inh -8, bovine MsrA act -2 and E coli Lon inh -120.
Screening N#CC(=C=[N-])/C=C(\C(=O)c1ccccc1)[n+]1ccccc1 returned MT1-MMP act inh -1, SKN-1 inh 7, MLLE-PAM2 inh -12, MsrA inhibitor 3.7, TbMetRS inhib 0.1, NRP1-CendR mod -16, FAS-TE inh -2, bovine MsrA act -7 and E coli Lon inh 1.
COc1ccc(S(=O)(=O)N(CC(=O)NN=C2CCN(C)CC2)c2cc(Cl)ccc2OC)cc1OC was read as MT1-MMP act inh 3, SKN-1 inh 13, MLLE-PAM2 inh -14, MsrA inhibitor -0.1, TbMetRS inhib -0.3, NRP1-CendR mod 15, FAS-TE inh -3, bovine MsrA act -3 and E coli Lon inh 8.
For Nc1ccccc1C(=O)Nc1cccc(C(=O)O)c1 the results were MT1-MMP act inh 7, SKN-1 inh 13, MLLE-PAM2 inh 17, MsrA inhibitor 1.6, TbMetRS inhib -0.6, NRP1-CendR mod -8, FAS-TE inh -5, bovine MsrA act -6 and E coli Lon inh -9.
For COc1cccc(C(=O)N=c2sc3cc(S(C)(=O)=O)ccc3n2C)c1 the results were MT1-MMP act inh 2, SKN-1 inh 5, MLLE-PAM2 inh 1, MsrA inhibitor 2.7, TbMetRS inhib -0.7, NRP1-CendR mod 10, FAS-TE inh 5, bovine MsrA act -3 and E coli Lon inh 6.
`O=C(/C=C/c1ccc(Cl)cc1Cl)NCc1ccco1` gave MT1-MMP act inh 2, SKN-1 inh 0, MLLE-PAM2 inh -32, MsrA inhibitor 0.5, TbMetRS inhib 3.3, NRP1-CendR mod -14, FAS-TE inh 10, bovine MsrA act 0 and E coli Lon inh -5.
For O=C(CS(=O)(=O)c1ccccc1)Nc1cccnc1 the results were MT1-MMP act inh 2, SKN-1 inh 3, MLLE-PAM2 inh 10, MsrA inhibitor 0.8, TbMetRS inhib -0.3, NRP1-CendR mod -4, FAS-TE inh -6, bovine MsrA act 2 and E coli Lon inh -5.
Cc1ccc(C)c(S(=O)(=O)N2CCN(C(=O)Cn3c(=O)cnc4ccccc43)CC2)c1 was read as MT1-MMP act inh 2, SKN-1 inh 3, MLLE-PAM2 inh 6, MsrA inhibitor 1.0, TbMetRS inhib -0.3, NRP1-CendR mod 5, FAS-TE inh -1, bovine MsrA act -3 and E coli Lon inh -6.
`O=C(Nc1ccc(N2CCCC2)c(Cl)c1)c1ccccc1[N+](=O)[O-]` gave MT1-MMP act inh -2, SKN-1 inh -3, MLLE-PAM2 inh 5, MsrA inhibitor 1.1, TbMetRS inhib -0.5, NRP1-CendR mod 3, FAS-TE inh -4, bovine MsrA act -3 and E coli Lon inh -2.
